# AMA1-RON2 inh – inhibitors of Plasmodium falciparum AMA1-RON2 interaction. AlphaScreen AMA1-biotinylated RON2 peptide binding. Potency, µM (titrated, usually from 58.2 µM), for the others: top-dose activity change, negative = inhibition, actives largely listed as inhibitors. 360,000 compounds, 0.2% hits. AID 720542; active means well fitted inhibition curve with a large enough effect; inconclusive means small, poorly fitted or top-dose-only effect; inactive means no such curve, though single readings can be large or run the other way;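 further: potency means the concentration at half of the fitted maximal effect; 0% = vehicle wells and -100% = peptide control; nearly all actives have a fitted effect of over 45% in size; some results filed as inactive show a strong effect at the top dose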
#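 AMA1 (3D7) with his tag at 25 nM final met compounds first, then biotinylated RON2 peptide at 25 nM; detection used donor plus acceptor beads, 10 µg/mL apiece, read by AlphaScreen after 30 min at room temperature.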
# HCMV inh – blocks human cytomegalovirus replication | HFF cells, HCMV-luciferase reporter, 72 h; stronger effect = lower value | activity change, negative = inhibition, % at 57.5 µM | 410,000 compounds, 4.5% hits | AID 1259415; in the data active means activity change below about -60%; inconclusive means no clear call, values can overlap the other calls; inactive means above about -39%
#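 After 16 h attachment at 37C, HFF cells received test compound and HCMV-luciferase (1 PFU/cell); reporter luminescence read 72 h later, data normalized against buffer-only and known inhibitor Salinomycin.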
# * hit, by the source's call; ? = inconclusive; [ ] = dose if it differs, or a comment. Unless noted, on the % scale 0 is the no-effect control and ±100 the full control effect. This is a subset (hit frequency here may not be typical).
# Every second line gives: AMA1-RON2 inh | HCMV inh
- C[C@H]1CN([C@@H](C)CO)C(=O)CCCn2cc(nn2)CO[C@@H]1CN(C)S(=O)(=O)c1cccc(C#N)c1
    13% | 14
- Cc1cccc(NC(=O)Nc2nnc([C@H]3C[C@H](O)[C@@H](CO)O3)s2)c1
    -3% | -3
- CCN(C)C1CN(Cc2cn(CCCC(=O)OC)nn2)S(=O)(=O)C1 (stereo unspecified)
    5% | -5
- O=C(NCc1nnnn1-c1ccc(F)cc1)c1ccc2c(c1)OCO2
    6% | -15
- O=C1C(Br)C2CCC1C2C(=O)O (stereo unspecified)
    2% | 5
- COc1cccc(CNc2nc3cc(-c4ccccc4)sc3c(=O)n2C)c1OC
    -28% | ?
- C[C@H](CO)N1C[C@H](C)[C@@H](CN(C)S(=O)(=O)c2ccccc2F)Oc2ncc(C#Cc3cccnc3)cc2C1=O
    1% | -13
- CCC/C=C/c1ccc(CN2C(CC(C)C)C(=O)N(Cc3cn(CCC4OCCO4)nn3)CCS2(=O)=O)cc1 (stereo unspecified)
    -4% | 2
- CC(C)(C)n1nnnc1C(c1cccs1)N1CCN(C/C=C/c2ccccc2)CC1 (stereo unspecified)
    -4% | 8
- CC(C)N(C)c1ncnc2c1ncn2[C@H]1CN(Cc2cccs2)C[C@@H](CO)O1
    6% | -23
- COc1ccc(S(=O)(=O)NC(=O)C2(C)CCN2C(=O)c2c(C)noc2C)cc1 (stereo unspecified)
    -8% | 11
- CC(OC(=O)[C@H](C)N=C1NS(=O)(=O)c2ccccc21)C(=O)Nc1ccc(F)c(F)c1F (stereo partly specified)
    -5% | 21
- CCCCC(=O)N(C)c1c(C)nc2ccc(C(=O)NCc3ccccc3OC)cn12
    -3% | 33
- CC(=O)c1ccc(-c2cnc3c(NC=O)cc(-c4cccc(NS(C)(=O)=O)c4)cn23)cc1
    59%[activator] | 16
- Cc1cccc(C)c1NC(=O)C(c1ccccc1OC(F)(F)F)N1CCN(C/C=C/c2ccccc2)CC1 (stereo unspecified)
    -15% | 13
- CC1(C)OC(=O)C2=C(C[C@@H](C3CCCCC3)O[C@H]2c2ccccc2)O1
    -11% | 2
- O=C(COC(=O)C1CC(=O)N(Cc2ccccc2)C1)Nc1ccc([N+](=O)[O-])cc1Br (stereo unspecified)
    -11% | -37
- C[C@@H]1CN([C@H](C)CO)C(=O)c2cc(Br)cnc2O[C@H]1CN(C)C(=O)c1ccccc1
    5% | 24
- CCCCCC(=O)N1C[C@H](O)[C@@H](n2cc(C3CC3)nn2)C[C@@H]1c1ccc(Cl)cc1
    -1% | -39
- Cc1c(Br)cccc1NC(=O)C1(C)CCN1CCc1ccccc1 (stereo unspecified)
    38%[activator] | ?
- c1ccc(COc2ccc(-c3cc4nc(NCCOc5ccccc5)ccn4n3)cc2)cc1
    11% | -37
- Cc1c(C(=O)NCc2ccc3c(c2)OCCO3)sc(=O)n1Cc1ccccc1C#N
    -7% | 9
- O=c1[nH]c2ccccc2n1C1CCN(C(c2ccnc3ccccc23)c2nnnn2-c2ccc3c(c2)OCCO3)CC1 (stereo unspecified)
    -4% | -76*
- COCCn1c(SCC(=O)N2CCCC2)nc2c(c1=O)SCC2
    -8% | ?
- COc1cccc2sc(=NC(=O)CS(=O)(=O)c3ccccc3)n(C)c12
    9% | -36
- Cc1ccc(CN2CC(N3CCCC3)CS2(=O)=O)cc1 (stereo unspecified)
    16% | -25
- CCOC(=O)C1c2cccc(O)c2CCN1C(C)=O (stereo unspecified)
    -8% | -25
- CNC[C@@H]1Oc2cc(Br)ccc2S(=O)(=O)N([C@H](C)CO)C[C@@H]1C
    0% | -9
- O=S(=O)(Nc1ccc(NS(=O)(=O)c2ccccc2)c2ccccc12)c1ccccc1
    -7% | -12
- O=C(Nc1ccc(F)c(Cl)c1)C1Cc2c(-c3cccc(F)c3)ccnc2O1 (stereo unspecified)
    3% | -5
- COc1ccc(C(N)c2csc(Nc3ccc(C(=O)NCCCO)cn3)n2)cc1 (stereo unspecified)
    62%[activator] | 28
- CCCOc1ccc(F)cc1-c1cc(C(=O)NCc2cccs2)[nH]n1
    13% | 34
- NS(=O)(=O)c1ccc(CCNc2nn3c(-c4cccc(OC(F)(F)F)c4)cnc3s2)cc1
    6% | -98*
- Cc1ccc(S(=O)(=O)NCc2ccccc2Br)cc1
    13% | -13
- Cc1nc(C(F)(F)F)ccc1C(=O)N1CCC(C)(C(=O)NS(=O)(=O)C2CC2)C1 (stereo unspecified)
    5% | -9
- CC1(C(=O)NS(=O)(=O)c2ccc3ccccc3c2)CCN1C(=O)Cc1ccc(-c2ccccc2)cc1 (stereo unspecified)
    5% | -9
- COC(=O)C[C@H]1C=C[C@@H](NC(=O)NC2CCCCC2)[C@@H](CO)O1
    -3% | -7
- O=C(Nc1ccn(CCCN2CCN(Cc3ccc(F)cc3)CC2)c(=O)n1)OCc1ccccc1
    -17% | -21
- COc1cccc(OCc2ccc(Cn3nc(NC(=O)NCCc4ccc(OC)c(OC)c4)c4ccccc43)cc2)c1
    -11% | 95
- COc1ccc(S(=O)(=O)NC(=O)C2(C)CCN2C(=O)CC2CC2)cc1 (stereo unspecified)
    1% | 38

# 5 entries picked at random from the list so far, as already listed:
# Every second line gives: AMA1-RON2 inh | HCMV inh
- NS(=O)(=O)c1ccc(CCNc2nn3c(-c4cccc(OC(F)(F)F)c4)cnc3s2)cc1
    6% | -98*
- CCCOc1ccc(F)cc1-c1cc(C(=O)NCc2cccs2)[nH]n1
    13% | 34
- CNC[C@@H]1Oc2cc(Br)ccc2S(=O)(=O)N([C@H](C)CO)C[C@@H]1C
    0% | -9
- COC(=O)C[C@H]1C=C[C@@H](NC(=O)NC2CCCCC2)[C@@H](CO)O1
    -3% | -7
- COc1cccc(OCc2ccc(Cn3nc(NC(=O)NCCc4ccc(OC)c(OC)c4)c4ccccc43)cc2)c1
    -11% | 95

# Remaining list, next part:
# Every second line gives: AMA1-RON2 inh | HCMV inh
- COc1cccc(C(C)(O)c2nc(-c3ccc4ccccc4c3)cs2)c1 (stereo unspecified)
    -1% | -33
- Cc1ccc(CCN2CC(C(=O)NC3CCC(C)CC3)CC2=O)cc1 (stereo unspecified)
    -22% | -13
- COc1cccc(C(C)(O)c2nc(/C=C/c3ccccc3)cs2)c1 (stereo unspecified)
    13% | ?
- CC(C)C[C@H]1COc2cc(N3CCN(C)CC3)ccc2S(=O)(=O)N1
    15% | -14
- O=S1(=O)CC(N2CCCCC2)CN1C1CCCCC1 (stereo unspecified)
    0% | 14
- COc1cccc(/C=N/NC(=O)c2nnn(-c3nonc3N)c2CN(C)C2CCCCC2)c1
    -4% | -20
- Cc1ccccc1-c1ccc2c(c1)C1c3c(-c4ccccc4)nnn3-c3ccccc3C(=O)N1CC2 (stereo unspecified)
    0% | 2
- Cc1ccc(C(=O)N2c3ccccc3Sc3ccccc32)cc1
    0% | ?
- Cc1ccc(S(=O)(=O)N(C)C[C@@H]2OCc3cnnn3CCCC(=O)N([C@H](C)CO)C[C@@H]2C)cc1
    -2% | 12
- CCOC(=O)N1CCN(C(C(=O)NC2CCCC2)c2cccc(OC)c2OC)CC1 (stereo unspecified)
    4% | 12
- COc1cc(C(O)c2nc(-c3csc4ccccc34)cs2)ccc1F (stereo unspecified)
    -2% | 16
- COc1cccc(-c2cc3nc(NCc4ccc(C)cc4C)n(C)c(=O)c3s2)c1
    -2% | ?
- CC1(C)CC2(C)CC(=O)C1C(C(=O)O)C2C(=O)O (stereo unspecified)
    -7% | -18
- COc1cc2c(cc1OC)CN(C(=O)CSC1=NCCS1)CC2
    -8% | -69*
- COc1ccccc1CC1(C)C(=O)Nc2ccc(S(=O)(=O)NC3CCCCC3)cc21 (stereo unspecified)
    3% | -10
- C/C(Nc1ccc(Cl)c(Cl)c1)=C1/CCOC1=O
    0% | 3
- O=C(NCc1ccncc1)[C@@H]1CCCN1C(=O)[C@@H]1CCCN1C(=O)c1c(F)cccc1F
    5% | -11
- CN(C)c1ncnc2c1nnn2C1OC(CO)C(O)C1O (stereo unspecified)
    0% | -30
- CN(CC(=O)N/N=C/c1ccc(F)cc1)S(=O)(=O)c1ccccc1
    7% | -6
- O=C(COC(=O)c1ccc(O)cc1)Nc1cc(S(=O)(=O)N2CCCCCC2)ccc1Cl
    0% | 76
- CCc1ccccc1NC(=O)CCC(=O)N1CCN(C(C)=O)CC1
    -4% | 50
- O=C(CCc1ccccc1)N1Cc2cc(-c3cccc(F)c3)ccc2-n2nncc2C1
    -10% | 3
- COc1ccc(-c2csc(C(C)(O)c3cccnc3)n2)cn1 (stereo unspecified)
    10% | -12
- COc1ccc(NC(=O)CN(C)C(=O)c2ccc(S(=O)(=O)N3CCOCC3)cc2)cc1
    12% | -8
- Cc1ccc(S(=O)(=O)N2C[C@H]3C(=O)C[C@@H](c4ccccc4)N(S(=O)(=O)c4ccc(Br)cc4)[C@H]3C[C@H]2c2ccccc2)cc1
    -7% | 3
- COc1cccc(NC(=O)C2(C)CCN2C(=O)CC2CCCC2)c1 (stereo unspecified)
    10% | -16
- CC(C)(C)NC(=O)C1c2ccccc2OCC(=O)N1Cc1ccccn1 (stereo unspecified)
    44%[activator] | 25
- COc1ccc(-n2nnnc2C(CCSC)N2CCN(C/C=C/c3ccccc3)CC2)cc1 (stereo unspecified)
    ? | -10
- Cc1ccc2c(c1)CO[C@]21O[C@H](CCO)C[C@H](O)[C@H]1O
    -1% | 5
- CCCS(=O)(=O)NC(=O)C1(C)CCCN(C(=O)c2ccccc2OC)C1 (stereo unspecified)
    8% | -10
- CCN(CC)c1ccc2cc(C(=O)c3cccs3)c(=O)oc2c1
    94%[activator] | -30
- CC(=O)c1ccc(Nc2nc(C(N)C(C)C)cs2)cc1 (stereo unspecified)
    86%[activator] | 14
- CCN(CC)C(=O)C1=C(C)N(CCCOC)C(=O)C(CC(=O)NCc2ccco2)C1 (stereo unspecified)
    18% | 18
- CCCNC(=O)C1(C)CCN(Cc2ccc(Oc3ccccc3)cc2)C1 (stereo unspecified)
    -5% | -33
- Cc1cccc(S(=O)(=O)NC(=O)C2(C)CCN2C(=O)Cc2ccsc2)c1 (stereo unspecified)
    -13% | -10
- COc1ccc(-c2c(-c3ccsc3)oc3c2C(O)CCC3)cn1 (stereo unspecified)
    -6% | -8
- O=[N+]([O-])c1cnccc1-n1nnc2ccccc21
    2% | -63*
- CCN1C(=O)[C@H]2[C@@H](c3ccc(OC)cc3)N[C@]3(CCCN(Cc4ccc(C)cc4)C3=O)[C@H]2C1=O
    3% | -14
- O=C1NC[C@@H](CCCCN2C[C@H](Cc3ccccc3)N(CCc3ccccc3)C(=O)C2=O)N(CCc2ccccc2)C1=O
    40%[activator] | -3
- O=C1OC(Cc2ccccc2)(c2ccccc2)c2ccccc21 (stereo unspecified)
    3% | -25
- COc1c2c(c(OC)c3ccccc13)[C@@]1(OC2)O[C@H](CCO)C[C@H](O)[C@H]1O
    13% | 33
- Cc1cccc(C)c1NC(=O)C(c1cccc2ccccc12)n1c(=O)c(-c2cc3ccccc3[nH]2)nc2ccccc21 (stereo unspecified)
    51%[activator] | 79
- CC(=O)NCCNc1nc(NCC2CC2)nc2cc(-c3ccccc3)sc12
    -10% | -5
- CSc1ncnc2c1ncn2CCCNCc1ccccc1
    -1% | -14
- CC1=NN(c2ccccc2)C(=O)C1C(=S)SC1CC(=O)NC1=O (stereo unspecified)
    43%[activator] | -88*
- COc1ccc([C@H]2CN(c3ccccc3)C(=O)[C@@H]2CC(=O)Nc2ccccc2)cc1
    14% | -32
- Cc1ccc(NC(=O)c2cc(S(=O)(=O)N3CCCCC3)ccc2N2CCOCC2)cc1
    -5% | -5
- COc1cccc(-c2cnc3c(NC(C)=O)cc(-c4cccc(C(=O)NCCO)c4)cn23)c1
    19% | ?
- CC(C)(C)C(=O)c1c(N)[nH]c(C(=O)c2ccccc2)c1-c1ccc(C(F)(F)F)cc1
    48%[activator] | -18
- CC(=O)Nc1ccc(C(=O)N2CCCCC2c2cc(C(=O)Nc3ccccc3)no2)cc1 (stereo unspecified)
    24% | 20
- CC(=NNC(N)=O)C1CC2CCC1CC2 (stereo unspecified)
    8% | -3
- COC(=O)CN(CCCl)P1(=O)OCCCN1CCCl (stereo unspecified)
    13% | 39
- CCOC(=O)[C@]12Cc3ccccc3[C@H]1N(CCC(=O)OC)C(=O)c1ccccc12
    -14% | -98*
- COC(=O)C1CCN(C2CN(Cc3ccc(C)cc3)S(=O)(=O)C2)CC1 (stereo unspecified)
    7% | 1
- O=C(NCc1cccnc1)c1cc(C2CCCCN2S(=O)(=O)c2cccc3cccnc23)on1 (stereo unspecified)
    -1% | -27
- COc1ccc(NC(=O)C[C@H]2C(=O)N(Cc3ccccc3)C[C@@H]2c2ccc(OC)cc2)cc1
    -5% | 12
- COC(=O)C[C@H]1CC[C@@H](NS(=O)(=O)c2ccc(C)cc2)[C@@H](CO)O1
    -5% | -14
- CSC12CCCN(CCC(C(C)(C)C)C1)C2=O (stereo unspecified)
    25% | -16
- c1ccc2c(-c3cc(NCc4ccncc4)n4nccc4n3)cccc2c1
    -7% | 13
- CC(C)=CCC[C@H](C)C[C@@H]1Cc2[nH][nH]c(=O)c2[C@H](c2ccc(F)cc2)O1
    102%[activator] | -1

# High-throughput results as filed in PubChem BioAssay.
